Assay outcomes as filed in PubChem.
RXFP1 antag = blocks the human relaxin receptor RXFP1 | activity change, negative = inhibition, % at 57.5 µM | HEK293-RXFP1, relaxin-stimulated cAMP HTRF, 30 min; hits give low values | 350,000 compounds, 0.59% hits | Q9HBX9;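 active = activity change of -60% or lower, but not beyond a set lower limit; inconclusive = change between -60% and -40%, or beyond the set limit; inactive = change above -40%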; also: % is scaled to controls: 0 for no effect and ±100 for the full control effect
Target sequence (Q9HBX9 whole entry, looked up): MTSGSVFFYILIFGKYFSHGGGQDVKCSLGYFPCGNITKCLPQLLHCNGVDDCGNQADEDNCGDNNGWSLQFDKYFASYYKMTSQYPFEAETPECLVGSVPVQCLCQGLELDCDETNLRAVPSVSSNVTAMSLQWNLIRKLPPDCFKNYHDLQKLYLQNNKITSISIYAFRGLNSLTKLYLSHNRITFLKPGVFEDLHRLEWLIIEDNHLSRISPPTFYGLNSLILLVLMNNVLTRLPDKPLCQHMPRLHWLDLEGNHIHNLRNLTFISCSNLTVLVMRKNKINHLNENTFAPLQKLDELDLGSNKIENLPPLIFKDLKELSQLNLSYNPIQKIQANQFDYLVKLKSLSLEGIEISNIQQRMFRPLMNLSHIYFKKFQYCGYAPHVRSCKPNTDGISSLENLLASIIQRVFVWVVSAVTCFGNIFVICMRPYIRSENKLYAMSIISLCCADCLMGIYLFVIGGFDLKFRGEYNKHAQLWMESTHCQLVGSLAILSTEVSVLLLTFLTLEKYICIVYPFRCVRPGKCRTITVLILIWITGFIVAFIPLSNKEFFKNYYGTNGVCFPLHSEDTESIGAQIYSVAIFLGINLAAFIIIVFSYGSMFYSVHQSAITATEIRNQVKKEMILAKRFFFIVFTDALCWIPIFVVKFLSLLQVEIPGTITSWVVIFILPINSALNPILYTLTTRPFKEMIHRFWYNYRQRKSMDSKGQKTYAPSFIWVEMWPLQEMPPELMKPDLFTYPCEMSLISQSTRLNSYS
D1 potentiator = enhances dopamine response at the human D1 receptor | HEK293 TREx D1 cells, calcium flux, dopamine EC20 potentiation | potentiation, % at 10 µM | 360,000 compounds, 0.036% hits | AID 504651; in the data active = potentiation above about 30%; also: 0% is about no effect
Vif-APOBEC3F blk = Vif-A3F binding inhibition; Potency, µM (doses to about 46.1 µM), inactives show at the highest dose activity, negative = active; AID 602313; HeLa A3F-eYFP + Vif (tagged APOBEC3F with the HIV-1 protein that degrades it), YFP fluorescence increase; 390,000 compounds, 0.2% hits; also: potency is read from the fitted curve at half-maximal effect; % of control where 0% means no effect; nearly all actives have a fitted effect of over 65% in size
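HeLa cells stably expressing A3F-eYFP plus Vif, plated and incubated overnight at 37 deg C, then exposed to compounds overnight at 37 deg C. Blocked degradation read as raised yellow fluorescence (Ex 488/Em 500-530).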
D1 antagonist = antagonists of human D1 dopamine receptor. P21728. HEK293 TREx D1 cells, calcium flux, dopamine EC80; hits give low values. activity change, negative = inhibition, % at 10 µM. 360,000 compounds, 3.2% hits. AID 504652; in the data active = activity change below about -30%; also: % is scaled to controls: 0 for no effect and ±100 for the full control effect
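Inducible Hek293 Trex D1 cells (tetracycline, overnight, 30 C). Calcium dye 30–90 min RT. Antagonist mode: EC80 dopamine added after 180 s compound read.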
RXFP1 agonist = agonists of human relaxin receptor RXFP1 | Q9HBX9 | HEK293T-RXFP1 cAMP TR-FRET, 30 min; response scale: percent of porcine relaxin response, buffer zero | Potency, µM (doses to about 57.5 µM), for inactives: at the highest dose activation, usual class: activators | 370,000 compounds, 0.3% hits | AID 2676; also: potency is read from the fitted curve at half-maximal effect; % is scaled to controls: 0 for no effect and ±100 for the full control effect; nearly all actives have a fitted effect of over 60% in size; many of its hits are not listed in these tables
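HEK293 cells stably expressing RXFP1, treated 30 min at 37C with compounds plus PDE4 inhibitor Ro 20174; cAMP measured by HTRF TR-FRET. Normalized to buffer and 29 nM porcine relaxin; EC50 by Hill fit.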
D1 agonist = activates the human D1 dopamine receptor; activation, % at 2 µM; HEK293 T-REx D1 cells, calcium flux, agonist mode; 360,000 compounds, 1% hits; in the data active = activation above about 30%; also: 0% is about no effect
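Tetracycline-induced HEK293 TREx D1 cells, force-coupled to calcium signalling, were dye-loaded with a no-wash calcium kit. Compound was pin-added after a 10 s baseline. Fluorescence was read kinetically at 1 cycle/s for 180 s, with calcium rises flagged as agonism.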
Vif-APOBEC3G blk = inhibitors of Vif-APOBEC3G interaction; HeLa A3G-eYFP + Vif (tagged APOBEC3G with the HIV-1 protein that degrades it), YFP fluorescence, overnight; AID 602310; Q9HC16; 410,000 compounds, 0.076% hits; Potency, µM (top dose mostly 46.1 µM), for the others: at the top dose activity, negative = active, usual class: inhibitors;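 also: potency is read from the fitted curve at half-maximal effect; % is scaled to controls: 0 for no effect and ±100 for the full control effect; nearly all actives have a fitted effect of over 60% in size; hits raise eYFP signal because A3G escapes Vif-driven loss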
Target sequence (Q9HC16 whole entry, looked up): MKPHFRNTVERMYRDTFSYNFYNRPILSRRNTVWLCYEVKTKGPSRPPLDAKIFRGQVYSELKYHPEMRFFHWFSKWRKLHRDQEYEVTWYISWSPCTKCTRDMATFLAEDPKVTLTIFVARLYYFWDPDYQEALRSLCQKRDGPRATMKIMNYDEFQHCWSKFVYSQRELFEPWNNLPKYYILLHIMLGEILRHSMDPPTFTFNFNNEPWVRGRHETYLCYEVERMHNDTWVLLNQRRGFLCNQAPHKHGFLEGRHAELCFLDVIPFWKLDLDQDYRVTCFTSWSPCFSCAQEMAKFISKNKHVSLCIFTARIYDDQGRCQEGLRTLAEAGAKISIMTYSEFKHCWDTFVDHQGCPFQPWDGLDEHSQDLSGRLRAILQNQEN
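Read-out is eYFP fluorescence (Ex 488/Em 500-530) from Vif-expressing HeLa A3G-eYFP cells; more signal means A3G escaped Vif-mediated degradation. Cells plated overnight, compound pinned in, incubated overnight at 37 deg C.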
D2 PAM = D2 dopamine receptor (human) potentiation | P14416 | HEK293 T-REx D2, calcium flux, EC20 dopamine potentiation | potentiation, % at 10 µM | 340,000 compounds, 0.34% hits | AID 485347;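 active = potentiation over 3 SD above the plate norm, cut at about 30% in these data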; also: 0% is about no effect
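Potentiation of an EC20 dopamine calcium response is measured in a force-coupled, tetracycline-inducible Hek293 Trex D2 line. Compound-only kinetic reads over 180 s flag agonists before dopamine addition.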
Glioma ERSR ind = ER stress response induction in glioma; U87-MG GRP78 promoter luciferase reporter, 16 h; 420,000 compounds, 0.02% hits; AID 602332; Potency, µM, for inactives: at the top dose activation, usual class: activators; also: potency is read from the fitted curve at half-maximal effect; series mostly up to about 76 µM; % of control where 0% means no effect; nearly all actives have a fitted effect of over 35% in size
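ERSR induction read as luciferase luminescence (Bright-Glo, 10 min at room temperature) in stably transfected human U87-MG glioma cells exposed to compounds for 16 h, using GRP78 as sensor.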
The depositor's hits bear a star; ? = inconclusive; . = not tested or not shown; & = joins results of further samples. Unless noted, calls follow the shape of the dose curve; as a rule, active = well fitted curve in the direction sought with a large enough effect; inconclusive = small, poorly fitted or top-dose-only effect, or another doubt; inactive = no such curve, though single readings can be large; an effect the other way counts as inactive or inconclusive. The list is partial, so the mix of outcomes need not match the whole.

Values run as follows: RXFP1 antag	D1 potentiator	Vif-APOBEC3F blk	D1 antagonist	RXFP1 agonist	D1 agonist	Vif-APOBEC3G blk	D2 PAM	Glioma ERSR ind
Cc1oc(-c2ccccc2F)nc1CS(=O)(=O)CC(=O)NCCCN1CCc2ccccc2C1
  -14	-1	-7%	-13	0.8%	4	-1%	-21	0%
COC(=O)c1cc(COc2ccc3ccc(=O)oc3c2)c(C)o1
  -10	2	.	16	0.6%	-1	3%	-6	0%
CCCNC(=S)N1CCC(n2cnc3ccccc32)CC1
  3	-1	-1%	-3	-0.1%	-1	0%	10	-3%
O=C1CC(SC2=NCCS2)C(=O)N1c1ccc(Br)cc1 (configuration not stated)
  -24	-6	0%	-26	1.2%	44*	-6%	4	-3%
COC(=O)/C=C1\C(=O)N(c2nc3ccc(OC)cc3s2)C(=S)N1c1ccc(F)cc1
  .	-4	.	-2	0.4%	0	.	5	.
COc1cc2ccccc2cc1C(=O)Nc1ccc(Cl)cn1
  3	6	3%	4	?	1	4%	1	3%
Cc1ccc(CC(=O)Nc2c(C(=O)N3CCN(c4ccccc4F)CC3)oc3ccccc23)cc1
  -38	0	-4%	-14	4.8%	0	3%	-3	-3%
Cc1ccc(OCCOc2cccc(/C=N/NC(N)=O)c2)cc1
  -15	-8	-4%	6	1.3%	3	0%	-6	1%
Cn1c(SCc2ccc(C(C)(C)C)cc2)nnc1C1COc2ccccc2O1 (configuration not stated)
  -69*	3	-1%	17	-1.4%	4	5%	.	0%
CC1CC1C(=O)Nc1nc(-c2ccc(Cl)s2)cs1 (configuration not stated)
  ?	0	-11%	-1	-0.2%	1	-1%	-2	3%
Cc1cccc(N(C(=O)CNC(=O)c2ccco2)C(C(=O)NC2CCCC2)c2cccnc2)c1C (configuration not stated)
  -4	6	-19%	15	1.8%	2	1%	-8	-5%
c1ccc(-c2nnc(OCC3CCCO3)c3ccccc23)cc1 (configuration not stated)
  -8	-5	8%	.	0.6%	-3	-6%	9	0%
Cc1ccccc1OCC(=O)Nc1ccc2c(c1)ncn2C
  8	3	-5%	-8	-1.0%	5	-2%	5	2%
COc1ccc(CN2CCC(C(=O)Nc3ccc(Oc4cccnc4)cc3)CC2)cc1
  -2	-5	-3%	-10	3.1%	23	0%	-4	-4%
Cc1cc(C)cc(NC2=CC(c3cccc(F)c3)N(c3cc(C)cc(C)c3)C2=O)c1 (configuration not stated)
  -2	-4	.	2	1.7%	0	.	-9	.
COc1cc(CO)ccc1OCC(=O)N1CCc2ccccc21
  1	-5	2%	-18	1.0%	4	2%	-4	.
CC(=O)Nc1ccc(C(=O)CSc2cc(C)c3cccc(C)c3n2)cc1
  .	-7	?	12	19%	10	-7%	1	-2%
COC(=O)c1cc2sc(Cl)cc2n1Cc1nc(-c2ccccc2F)oc1C
  -8	1	1%	6	1.6%	0	1%	.	-2%
COc1cccc(NC(=O)CCC(=O)NCc2ccco2)c1
  13	-2	1%	-8	0.5%	2	5%	-4	-6%
Cc1ccc2c(Cl)c(C(=O)NCCCn3ccnc3)sc2c1
  11	4	-5%	-6	-0.1%	1	-1%	8	-2%
COc1ccc(C(=O)C2CCCN(Cc3cnc(N4CCOCC4)s3)C2)c(OC)c1 (configuration not stated)
  -17	3	13%	3	2.8%	3	1%	-15	-3%
O=C(NCc1ccc(Cl)cc1)c1ccc(CSCc2cccc(Cl)c2)o1
  -7	-4	4%	-16	-4.1%	39*	4%	16	-5%
O=C(CSc1ncccn1)Nc1ccc2[nH]c(=O)[nH]c2c1
  -4	0	1%	17	0.3%	-1	0%	3	-2%
Cc1ccc(NC(=O)c2cc([N+](=O)[O-])ccc2N2CCOCC2)cc1S(=O)(=O)N(C)C
  -12	-2	3%	7	-0.6%	3	1%	-7	-4%
NS(=O)(=O)c1ccc(NC2=CC(=O)C(=O)c3ccccc32)cc1
  12	-6	11%	-6	-2.1%	1	-8%	8	3%
COc1cccc(NC(=O)CCNS(=O)(=O)c2ccc3c(c2)oc(=O)n3C)c1
  11&13	0&-1	0%&1%	2&-4	-0.3%&-1.9%	3&2	6%&-8%	-1&-5	-2%&0%
CCN1CCc2nc3sc(C(=O)Nc4cccc(Cl)c4C)c(N)c3cc2C1
  -8	-1	-8%	-7	1.0%	24	-23%	3	0%
Cc1ccc(NC(=O)C2CCN(S(=O)(=O)c3ccc(Cl)c(C(F)(F)F)c3)CC2)nc1
  9	-6	?	-39*	-1.2%	1	?	.	4%
CCc1cc(=O)oc2cc(OCC(=O)N(CC)CC)c(Cl)cc12
  .	.	-3%	-10	2.2%	3	-1%	0	1%
CSc1nn(CC(=O)Nc2cc(C)ccc2C)c(N)c1S(=O)(=O)c1ccccc1
  .	2	2%	-24	1.4%	2	-1%	-21	0%
Cn1c(=O)n(C)c2cc(NS(=O)(=O)c3ccccc3[N+](=O)[O-])ccc21
  4	-2	-8%	-9	7.8%	4	-1%	.	-1%
Cc1cccc(C)c1OCCNC(=O)CCC(=O)c1ccccc1
  -4	-4	9%	-1	0.2%	0	0%	-3	-1%
COc1ccc(CNC(=O)C2CCN(Cc3nc(-c4ccc(Cl)cc4)oc3C)CC2)cc1
  .	1	-7%	5	11%	6	-3%	5	2%
CCOCCCNC(=O)NC(C)c1c(-n2cccc2)sc2c1CCN(CC)C2 (configuration not stated)
  7	-2	-6%	12	-3.6%	28	3%	0	-2%
CC(=O)c1ccc(S(=O)(=O)Nc2ccc(-n3cnnn3)cc2)cc1
  -2	-6	3%	-6	2.2%	3	6%	-5	-4%
CCCCc1cc(=O)oc2cc(OCC(=O)NC3CCN(Cc4ccccc4)CC3)ccc12
  26	-3	-11%	13	-0.2%	6	1%	-26	4%
CCN(CC)S(=O)(=O)c1ccc(C(=O)Nc2ccc3c(c2)OCCO3)cc1
  1	-7	-1%	4	-0.8%	14	5%	-9	9%
Cc1ccc(C(=O)COC(=O)c2ccccc2N2C(=O)C3C4CCC(C4)C3C2=O)cc1C (configuration not stated)
  12	-5	8%	6	-0.3%	1	-8%	6	-5%
NC(=O)c1c(NC(=O)c2ccc([N+](=O)[O-])o2)sc2c1CCCC2
  9	.	-3%	3	3.9%	2	?	11	-12%
O=C(NCCS(=O)(=O)N1CCN(c2ccccc2)CC1)C(c1ccccc1)c1ccccc1
  -23	3	6%	-22	2.5%	1	7%	0	-2%
COc1ccc(C(=O)c2ccc(N3CCN(C(=O)c4ccc(F)cc4)CC3)c(F)c2)cc1Br
  -6	-7	4%	0	0.7%	-1	4%	-4	-1%
O=[N+]([O-])c1c(NCc2ccco2)ncnc1NCc1ccco1
  -9	.	-7%	.	.	.	0%	.	4%
O=C(OCC(=O)N1CCN(c2ccccc2)CC1)c1ncc(Cl)c(Cl)c1Cl
  -13	-5	-6%	-20	-0.4%	-1	3%	-6	-6%
COc1cc(C(=O)O)ccc1OCc1c(C)noc1C
  -6	-2	-7%	.	1.2%	1	0%	17	-3%
CC(NCCC(Cc1ccccc1)c1ccco1)c1ccccc1 (configuration not stated)
  -9	0	-15%	-2	0.2%	16	2%	-8	-5%
Cc1ccccc1NC(=O)c1cc2c(=O)n3cccc(C)c3nc2s1
  0	-1	-2%	-1	9.4%	2	-5%	1	8%
COc1cc(OC)cc(C(=O)NCC(=O)Nc2ccc(OC)c(Cl)c2)c1
  4	0	-1%	-16	1.8%	-1	-5%	-20	1%
Cc1cc(N2C(=O)C(O)=C(C(=O)c3ccco3)C2c2ccc(O)cc2)no1 (configuration not stated)
  5	-1	-11%	6	14%	0	0%	4	-2%
Cc1cccc(N=C2NC(=O)/C(=C\c3cccs3)S2)c1
  -28	4	-5%	-20	0.4%	4	-12%	.	3%
COc1ccc(CC(CC(=O)O)C(=O)Nc2ccc(Cl)c(Cl)c2)cc1 (configuration not stated)
  2	14	4%	-31*	2.8%	-1	2%	10	-2%

Next part
Values run as follows: RXFP1 antag	D1 potentiator	Vif-APOBEC3F blk	D1 antagonist	RXFP1 agonist	D1 agonist	Vif-APOBEC3G blk	D2 PAM	Glioma ERSR ind
C=CCNC(=O)c1ccccc1NC(=O)C1CC(=O)N(C(C)C)C1 (configuration not stated)
  -1	4	0%	9	2.3%	2	-5%	4	1%
O=C(OCC(=O)N1CCOCC1)c1cc2ccccc2oc1=O
  1	5	3%	1	2.0%	1	2%	-9	-2%
COc1ccc(CCc2nnc(CCC(=O)N(C)Cc3ccncc3C)o2)cc1
  -1	-2	4%	-26	1.0%	6	-1%	-4	10%
COc1ccccc1NS(=O)(=O)c1cccc2cccnc12
  .	1	7%	-25	0.9%	-2	2%	6	-3%
Cc1c(Cl)cccc1NC(=O)C1C2C=CC(C2)C1C(=O)O (configuration not stated)
  9	-4	2%	-7	-0.1%	0	-4%	9	-3%
COc1cccc(OC)c1C(=O)Nc1sc2c(c1C#N)CCC2
  -3	-2	1%	3	0.2%	0	4%	3	-4%
COc1cccc(-n2c(Cn3nc(C(F)F)cc3C(F)F)n[nH]c2=S)c1
  -4	2	2%	0	-0.3%	1	0%	8	1%
CCOc1ccc(/C=N/NC(=S)Nc2c(C)cccc2C)cc1
  -11	8	-9%	16	3.1%	2	-3%	11	-4%
CSC(=NS(=O)(=O)c1ccc(C)cc1)SC
  2	-2	-3%	10	0.1%	2	-10%	4	-4%
C#CC[N+]1(CC#Cc2cccc3ccccc23)CCOCC1
  2	-2	-12%	5	-0.2%	-1	-6%	4	-4%

Some values from the list:
Under D1 antagonist, Cn1c(SCc2ccc(C(C)(C)C)cc2)nnc1C1COc2ccccc2O1 (configuration not stated) shows 17
Under D2 PAM, Cc1ccc(CC(=O)Nc2c(C(=O)N3CCN(c4ccccc4F)CC3)oc3ccccc23)cc1 shows -3

In another format: two of the compounds above
C=CCNC(=O)c1ccccc1NC(=O)C1CC(=O)N(C(C)C)C1 (configuration not stated)
  RXFP1 antag = -1 | D1 potentiator = 4 | Vif-APOBEC3F blk = 0% | D1 antagonist = 9 | RXFP1 agonist = 2.3% | D1 agonist = 2 | Vif-APOBEC3G blk = -5% | D2 PAM = 4 | Glioma ERSR ind = 1%

O=C(OCC(=O)N1CCOCC1)c1cc2ccccc2oc1=O
  RXFP1 antag = 1 | D1 potentiator = 5 | Vif-APOBEC3F blk = 3% | D1 antagonist = 1 | RXFP1 agonist = 2.0% | D1 agonist = 1 | Vif-APOBEC3G blk = 2% | D2 PAM = -9 | Glioma ERSR ind = -2%
